Compound activity deposited in PubChem by School of Medicine, Indiana University.
FECH inh = inhibitors of human ferrochelatase; hit rate 3.3% among 20,000; calls only at 10 µM (by protocol); AID 1671448; purified FECH, Ni-mesoporphyrin absorbance 550 nm;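 active = enzyme reaction rate more than 3 SD below the solvent-only control wells on the same plate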;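 note: lower slope than DMSO wells means FECH inhibition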
Target sequence (P22830 whole entry, looked up): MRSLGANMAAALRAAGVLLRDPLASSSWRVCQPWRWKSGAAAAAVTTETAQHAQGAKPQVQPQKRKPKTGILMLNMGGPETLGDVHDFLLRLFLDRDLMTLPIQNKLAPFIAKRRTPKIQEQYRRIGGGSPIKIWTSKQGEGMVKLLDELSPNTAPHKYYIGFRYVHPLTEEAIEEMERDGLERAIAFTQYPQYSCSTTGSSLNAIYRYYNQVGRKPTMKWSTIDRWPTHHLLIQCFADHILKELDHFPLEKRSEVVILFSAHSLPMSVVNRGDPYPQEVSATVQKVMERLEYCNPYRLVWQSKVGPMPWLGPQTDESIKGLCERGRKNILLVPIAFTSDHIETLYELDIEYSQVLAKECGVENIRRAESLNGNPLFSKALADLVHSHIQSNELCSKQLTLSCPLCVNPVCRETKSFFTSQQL
Calls only; i = inactive; + = active, no number. A portion of the library; rates above refer to the full screens.

SMILES	FECH inh
C/C(=C\c1ccccc1)CN1CCCC1c1nc(-c2ccncc2)no1 (stereo unspecified)	i
CCOC(=O)c1ccccc1NC(=O)NCCn1c(-c2ccncc2)nc2cccnc21	+
COc1cccc(CN(C)Cc2cc3ccc(F)cc3[nH]c2=O)c1	i
CC(C)n1cnc2nc(CSc3ccccc3NC(=O)c3ccc(F)c(Cl)c3)cc(=O)n21	i
Cc1cc(-c2cccc(OC(F)(F)F)c2)nc(N)n1	i
C=CCn1nc(C)c(-c2c(-c3ccccc3)ncn2CCS(C)(=O)=O)c1C	i
CCCc1nc2nc[nH]n2c(=O)c1NC(=O)Nc1ccc(Br)c(C)c1	+
Cc1cc2n(n1)CCC(=O)N2Cc1ccc(C(=O)Nc2c(C)cccc2C)cc1	i
C=CCN(CC=C)C(=O)CN1CCCC(C(N)=O)C1 (stereo unspecified)	i
O=C(O)C1CC(=O)N(Cc2cnc3ccccc3c2)C1 (stereo unspecified)	i
Cc1ccc(S(=O)(=O)NCc2nc3cccnc3n2Cc2ccc(F)cc2)cc1	i
COc1ccc(NCc2cc(=O)n3[nH]c(-c4ccc(C(C)(C)C)cc4)nc3n2)cc1	i
COCCNC(=O)CSCc1nc(-c2ccc(F)cc2)no1	i
CCC(NC(=O)c1cc(-c2ccccc2O)n[nH]1)c1cc(C)ccn1 (stereo unspecified)	i
COc1cccc(-c2noc3c2CN(c2ccc(C)nn2)CC3)c1	i
COc1cccc(CN(C(=O)Cc2ccncc2)C2CC2)c1	i
CCCn1cnnc1CN(C)Cc1nc[nH]c1C	i
CCCCNC(=O)C1CCC(Cn2c(=O)c3sccc3n(CC(=O)NC3CCCC3)c2=O)CC1 (stereo unspecified)	i
CC(N)CC(=O)NCc1cccnc1Oc1cccc(C(F)(F)F)c1 (stereo unspecified)	i
CCOC(=O)c1cc2ccsc2n1CC(=O)Nc1c(C)cccc1C	i
O=C1c2cccnc2CN1Cc1csc(Cc2ccccc2)n1	i
CCc1ccc(-c2c(-c3ccccc3)ncn2CCc2cnc[nH]2)nc1	i
CCCc1ccc(C(=O)N(C)Cc2ncc[nH]2)cc1	i
COCCNc1nc(Nc2cccc(C)c2)c2cnn(-c3ccccc3)c2n1	i
O=C(Cc1ccncc1)N(Cc1ccc(F)cc1)CC1CCCO1 (stereo unspecified)	i
COc1cc(OC)c(NC(=O)NCCc2nc3cccnc3n2Cc2ccc(C)cc2)cc1Cl	i
Cc1ccc(CNC(=O)C2(C)Cn3nc(C(=O)NCCC4=CCCCC4)cc3C(=O)N2C)cc1 (stereo unspecified)	i
COC(=O)c1ccc(CNC(=O)CN2[C@@H]3CC[C@H]2CC(O)C3)o1 (stereo partly specified)	i
CCOCCCNC(=O)c1ccc(CN2C(=O)CCn3nc(-c4ccc(OC)cc4)cc32)cc1	i
COc1ccc2[nH]cc(C(=O)N3CCC4(CCCO4)CC3)c(=O)c2c1	i

The last 4 records of the section before are carried over, then new ones follow:
SMILES	FECH inh
Cc1ccc(CNC(=O)C2(C)Cn3nc(C(=O)NCCC4=CCCCC4)cc3C(=O)N2C)cc1 (stereo unspecified)	i
COC(=O)c1ccc(CNC(=O)CN2[C@@H]3CC[C@H]2CC(O)C3)o1 (stereo partly specified)	i
CCOCCCNC(=O)c1ccc(CN2C(=O)CCn3nc(-c4ccc(OC)cc4)cc32)cc1	i
COc1ccc2[nH]cc(C(=O)N3CCC4(CCCO4)CC3)c(=O)c2c1	i
CCSc1nc(CC(=O)Nc2cnc3n2CCCC3)cs1	i
COc1ccc(CN2CCCN(CC(=O)Nc3cc(OC)cc(OC)c3)S2(=O)=O)cc1	i
O=S(=O)(c1ccc(F)cc1F)N1CCC(n2cc(CCCO)nn2)CC1	i
CCOc1ccc2oc(C)c(C(=O)NCC3CCN(C)C3)c2c1 (stereo unspecified)	i
O=C1[C@@H]2C[C@H](O)CCN2C(=O)CN1Cc1cccc2[nH]ccc12	i
CCCc1cc(=O)n2[nH]c(CNc3ccccc3)nc2n1	+
CN(CCc1cn[nH]c1)CC(=O)Nc1nc2ccccc2[nH]1	i
Cc1nonc1C(=O)N1CCC(=O)N(Cc2ccc(F)cc2)C(C(C)C)C1 (stereo unspecified)	i
Cc1cc(C)n(-c2cccc(-c3nccn3CCCn3ccnc3)c2)n1	i
Cc1nc(CC(=O)N(C)Cc2cn[nH]c2-c2ccc(F)cc2)cs1	i

Next part, starting with the last two of the part before.
SMILES	FECH inh
Cc1cc(C)n(-c2cccc(-c3nccn3CCCn3ccnc3)c2)n1	i
Cc1nc(CC(=O)N(C)Cc2cn[nH]c2-c2ccc(F)cc2)cs1	i
Cc1ccc(CN2CCCN(CC(=O)NCc3ccccc3Cl)S2(=O)=O)cc1	+
C=CCNc1nc(Nc2ccc(OCC)cc2)c2cnn(-c3ccccc3)c2n1	i
c1ccc(-c2ncn(CCc3cnc[nH]3)c2-c2ncc[nH]2)cc1	i
Cc1nc(C(C)C)ncc1C(=O)N(C)Cc1cc(C(C)(C)C)n[nH]1	i
CCC(C(=O)Nc1cc(Cl)ccc1OC)n1c(C(=O)OC)cc2ccsc21 (stereo unspecified)	i
O=C(NCc1cccnc1-n1ccnc1)c1c[nH]c2ccccc12	i
CN1CCN([C@@H]2CCN(c3ncnc4c3CCC4)C[C@H]2O)CC1	i
COCCC1(C(=O)O)CCN(c2cc(C(C)C)nc(C(F)(F)F)n2)CC1	i
COc1cccc2c(C)cc(N3CCC(CC4CC4)(C(=O)O)CC3)nc12	i
NC(=O)c1cncc(N2Cc3cnn(Cc4ccc(F)cc4)c3C2)n1	i
CCc1c(C)nc2ncnn2c1Sc1ccc(NC(=O)Nc2cccc(SC)c2)cc1	i
CCOC(=O)c1c(C)oc2ncnc(NCCc3ccc(S(N)(=O)=O)cc3)c12	i
CC(=O)Nc1ccc(S(=O)(=O)N2CCN(Cc3nc4cccnc4n3-c3ccccc3)CC2)cc1	i
C=CCNc1ccccc1C(=O)N(Cc1ccc2c(c1)OCO2)C1CC1	i
CCc1c(C)nc2ncnn2c1Sc1ccccc1NC(=O)COc1ccc(C)cc1	i
CCc1ccccc1Nc1cc(C(C)C)nc2nc(-c3cccnc3)nn12	i
CCc1ccc(NC(=O)C2CCN(c3ccc(-c4cccs4)nn3)CC2)cc1	i
COc1cc(NC(=O)C2CCN(c3ccc(-c4cccc(C)c4)nn3)CC2)cc(OC)c1	i
CCN(CC)c1ncc(NS(=O)(=O)c2ccc(C)cc2)cc1C(=O)O	i
CN(Cc1ccsc1)C(=O)C1(c2ccc(F)cc2)CCOCC1	i
Cc1cc(N(C)C)nc(Nc2ccc(NC(=O)c3ccccc3Cl)cc2)n1	i
Cn1nc(C(=O)NCc2ccccc2)c2c1CCN(C(=O)c1ccccc1)C2	i
CCOc1ccccc1NC(=O)c1ccc(=O)n(Cc2ccc(F)cc2)c1	i
CCn1c(CNS(=O)(=O)c2ccc(C)c(Cl)c2)nc2cccnc21	i
CCc1ccc(-c2c(-c3ccccc3)ncn2C(C)c2cnn(C)c2)nc1 (stereo unspecified)	i
COc1ccc(CNc2nc3nc(CNc4ccc(C)cc4C)cc(=O)n3[nH]2)cc1	+
CCC(C(=O)Nc1ccc(Nc2nc(C)cc(N3CCCC3)n2)cc1)c1ccccc1 (stereo unspecified)	i
COc1ccc(CCC(=O)Nc2cc(C)nn2-c2ncnc3c2cnn3-c2ccc(Cl)cc2)cc1	i
OCCOc1cccc(-c2nc[nH]c2-c2ccccc2)c1	i
COc1ccccc1-n1cc(C(=O)NCCc2cnc[nH]2)cn1	i
COc1ccc(Cl)cc1-n1cnc(CCNC(C)=O)c1	i
Cc1ccc2cc(-c3noc(CCC(=O)Nc4ccc(C(N)=O)cc4)n3)c(=O)[nH]c2c1	i
CCNC(=O)c1ccc(N2CCN(Cc3ccc(OC)c(C)c3C)CC2)nc1	i
Cn1nc(CO)c2c1CCN(C(=O)c1cccc(CC3CCNCC3)c1)C2	i
CCN1CCN(CCNC(=O)c2cc3n(n2)CC(C)(C(=O)NCc2ccc(F)cc2)N(C)C3=O)CC1 (stereo unspecified)	i
CCN1C(SCC(=O)Nc2ccc(Cl)cc2F)=NS(=O)(=O)c2ccccc21	+
Cc1n[nH]c(C)c1CNC(=O)c1cc(COc2c(F)cccc2F)on1	i
CC1CCCN1c1ccc(C(=O)N2CCCN(c3ncccn3)CC2)cn1 (stereo unspecified)	i
Cc1ccc(-c2nnc(-c3nc(NC(C)c4ccccc4)c4ccccc4n3)o2)cc1 (stereo unspecified)	i
CC(C)c1ccc(NC(=O)Cn2c(=O)c3cnc(-c4ccccc4)nc3n(C)c2=O)cc1	i
Cc1cnc(NCc2ccc3c(c2)OCCCO3)nc1N(C)C	i
Cc1sc2nc(CCN)nc(N3C[C@@H]4CC[C@H]3C4)c2c1C	i
CCCC(=O)N(Cc1nc2nc(C)c(Cl)c(C)n2n1)c1ccc(OC)cc1	i
Cc1ccc(C2(CN3CCOc4ccccc4C3)CCNCC2)nc1	i
Cn1ccn2ncc(C(=O)NCc3nncn3C3CCCCC3)c12	i
COc1ncccc1-c1cc(C(=O)NC2CC2)ccn1	i
CN1CCN(C(=O)C2(c3ccccc3F)CC2)CC1C(=O)O (stereo unspecified)	i
CCC1C=CCN1C(=O)c1cnc(N2CCOCC2)nc1 (stereo unspecified)	i
CC(C)CC(=O)NC1CC(=O)N(c2ccc(F)cc2)C1 (stereo unspecified)	i
O=C(CCc1cc(=O)[nH]o1)NCc1cccnc1N1CCc2ccccc2C1	i

The results go on.
SMILES	FECH inh
CCN1CCN(c2nc(Nc3ccccc3C)c3cnn(-c4ccccc4)c3n2)CC1	i
CC[C@@]12C[C@H]3C[C@@](O)(C1)C[C@](C(=O)N(C)Cc1ccno1)(C3)C2	i
O=C(c1ncn[nH]1)N(Cc1cccc(Cl)c1)C1CC1	i
Cc1nc(C)c(C(=O)N2C[C@H](N)C[C@H]2C(=O)NC(C)C)s1	i
Cc1ccc(-c2c(-c3ccccc3)ncn2CCCN2CCOCC2)o1	i
COc1ccc(-n2c(CN3CCN(S(=O)(=O)c4cc(F)cc(F)c4)CC3)nc3cccnc32)cc1	i
COc1cc2c(cc1OC)-c1cc(NC(C)C)nc(=O)n1CC2	i
CC(=O)Nc1ccc(C(=O)N(C)C(C)Cc2cc(C)ccn2)cn1 (stereo unspecified)	i
O=C(NCCn1[nH]c(=O)ccc1=O)c1ccccc1N1CCCC1	i
Cc1cc(NCC2CCS(=O)(=O)C2)nc(-c2cccnc2)n1 (stereo unspecified)	i

The final 2 entries of the section above are carried over, then new ones follow.
SMILES	FECH inh
O=C(NCCn1[nH]c(=O)ccc1=O)c1ccccc1N1CCCC1	i
Cc1cc(NCC2CCS(=O)(=O)C2)nc(-c2cccnc2)n1 (stereo unspecified)	i
O=c1c2c(nc3nc(CNc4ccccc4Cl)[nH]n13)CCC2	i
O=C(CCC(=O)N1CCc2cc(S(=O)(=O)NCCC3=CCCCC3)ccc21)N1CCCCCC1	i
CC(=O)Nc1c2n(c3ccccc13)CC(C)(C(=O)NC1CCCCC1)N(Cc1ccco1)C2=O (stereo unspecified)	i
CCCc1cc(Sc2ccc(NC(=O)c3ccc(OC)cc3)cc2)n2ncnc2n1	i
CCc1ncc(C(=O)NCCc2c(C)nn(CC)c2C)cn1	i
O=C(c1ccccc1Cc1ccc(Cl)cc1)N1CCOC(C(F)(F)F)C1 (stereo unspecified)	i
COc1ccc(OCC(=O)Nc2cc(C)nn2-c2ncnc3c2cnn3-c2cccc(C)c2C)cc1	i
Cc1ccc(-c2cc(N3CCN(S(=O)(=O)c4cc(C)c(C)cc4C)CC3)ncn2)cc1	i
CCN(CC)C(=O)[C@@H]1C[C@H](N)CN1C(=O)c1ccc(=O)[nH]c1	i
O=C(NCC(c1ccccn1)N1CCOCC1)c1cn(-c2ccccc2)nn1 (stereo unspecified)	i
Cc1cccc(NC(=O)N2CCN(c3cc(-c4ccccc4C)ncn3)CC2)c1	i
CSc1nc(NC(C)(C)C)c(C#N)c(-c2ccccc2)n1	i
COc1cccc2c(=O)n(CCN3CCNCC3)cnc12	i
COc1cc(C)ccc1OCCN1CCC2(CC1)c1ccccc1CC2O (stereo unspecified)	i
Cc1ccc(-n2ncc3c(-n4nc(C)cc4NC(=O)c4ccc(C(F)(F)F)cc4)ncnc32)c(C)c1	i
COc1cccc(Cc2nc(-c3ccc4c(c3)Sc3ccccc3C(=O)N4C)no2)c1	i
Cc1ccsc1[C@@H]1CCN(C(=O)CCNC(=O)c2ccccc2F)C[C@H]1O	i
CN(C)CCN1CC(C(=O)N(C)Cc2nc3ccc(F)cc3[nH]2)CC1=O (stereo unspecified)	i
CC/C=C(\C)CN1CCC(CNC(=O)c2cccc(O)c2C)C1 (stereo unspecified)	i
CCc1ccccc1S(=O)(=O)N1CCN(c2cc(-c3ccc(OC)cc3)ncn2)CC1	i

Compounds above containing two or more sulfur atoms:
SMILES	FECH inh
CCSc1nc(CC(=O)Nc2cnc3n2CCCC3)cs1	i
CCc1c(C)nc2ncnn2c1Sc1ccc(NC(=O)Nc2cccc(SC)c2)cc1	i
CCN1C(SCC(=O)Nc2ccc(Cl)cc2F)=NS(=O)(=O)c2ccccc21	+

(list continues)
SMILES	FECH inh
Cc1ccsc1CNc1ccccc1C(=O)N(Cc1nccn1C)C1CC1	i
CCOc1ccc(NC(=O)c2ccc(=O)n(Cc3ccc(F)cc3)c2)cc1	i
CC(C)N(Cc1ccc2c(c1)OCO2)C(=O)c1cccc(-n2cnnc2)c1	i
COc1ccc(CCNS(=O)(=O)c2cc(N3C(=O)CCS3(=O)=O)ccc2OC)cc1	i
CCc1c(C)nc2ncnn2c1Sc1ccc(NS(=O)(=O)c2ccc(CC(C)C)cc2)cc1	i
CCc1nc([C@H]2CN(C)C[C@@H]2C(=O)N2CCC(O)CC2)c(C)[nH]1	i
COC(=O)c1cc2n(n1)CCN(c1ccnc(SC)n1)C2	i
CCS(=O)(=O)Nc1cnc(N(CC(C)C)CC(C)C)c(C(=O)O)c1	i
COc1ccnc(N2CCN(C(=O)c3cn(-c4ccccc4)nn3)CC2)n1	i
CC(Cc1cnccn1)Nc1nccc(CCC(F)(F)F)n1 (stereo unspecified)	i
Cc1ccc(NS(=O)(=O)c2ccc(N)c(S(N)(=O)=O)c2)cc1	+
